# GPR7 antag – human neuropeptides B/W receptor 1 antagonism | P48145 | inhibition, % at 4.4 µM | 1.1% of 290,000 active | GPR7-expressing cells, fluorescence antagonist assay; in the data active = inhibition above about 16%, passing the limit was not always enough;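 note: cells stimulated with the agonist NPW; 0% = agonist with vehicle and 100% = vehicle without agonist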
# Target sequence (P48145 whole entry, looked up): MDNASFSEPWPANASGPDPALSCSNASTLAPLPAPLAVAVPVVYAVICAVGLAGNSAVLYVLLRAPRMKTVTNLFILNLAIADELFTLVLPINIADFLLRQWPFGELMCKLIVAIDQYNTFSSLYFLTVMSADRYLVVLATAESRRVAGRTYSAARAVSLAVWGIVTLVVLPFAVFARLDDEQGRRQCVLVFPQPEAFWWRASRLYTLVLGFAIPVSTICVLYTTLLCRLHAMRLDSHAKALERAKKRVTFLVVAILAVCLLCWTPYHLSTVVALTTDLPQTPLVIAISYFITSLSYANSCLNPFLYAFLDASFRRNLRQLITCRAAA
# GalR3 antagonist – human GalR3 antagonism. HEK293 GalR3-CNG cAMP membrane potential fluorescence; galR3 body fused to GalR1 C-terminus. inhibition, % at 3 µM. 0.44% of 360,000 active. AID 651719;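 active = inhibition above the screen-wide average plus 3 SD, cut at about 13% in these data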;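 note: forskolin and galanin both at EC90 stimulate the cells; cAMP rise reported by CNG channel membrane potential dye signal; 0% = forskolin plus galanin with DMSO and 100% = forskolin alone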
# Target sequence (O60755 1-299 limits assumed): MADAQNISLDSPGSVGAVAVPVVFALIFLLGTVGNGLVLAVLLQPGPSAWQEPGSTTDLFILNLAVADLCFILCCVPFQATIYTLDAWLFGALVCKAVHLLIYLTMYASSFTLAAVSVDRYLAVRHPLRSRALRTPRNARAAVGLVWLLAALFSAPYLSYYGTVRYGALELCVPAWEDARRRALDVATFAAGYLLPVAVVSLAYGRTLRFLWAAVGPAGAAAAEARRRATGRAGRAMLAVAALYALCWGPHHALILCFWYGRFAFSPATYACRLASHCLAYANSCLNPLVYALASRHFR
# IMP-1 inhibitor – inhibitors of Pseudomonas aeruginosa IMP-1 metallo-beta-lactamase. inhibition, % at 5.6 µM. 0.45% of 290,000 active. purified IMP-1, nitrocefin hydrolysis, epi-absorbance fluorescence;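 active = inhibition above the mean plus 3 SD of all compounds in the same screening run, cut at about 4.5% in these data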;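 note: 0% = IMP-1 with DMSO and 100% = DMSO wells lacking enzyme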
#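 System – purified recombinant IMP-1 beta-lactamase · Input – IMP-1 dispensed at 0.2 nM · Timing – 15 min preincubation plus 25 min reaction at 25 °C · Signal – Epi-absorbance fluorescence, 480 nm excitation, 530 nm emission · Measure – percent IMP-1 inhibition derived from blank-referenced optical density · Controls – Enzyme-plus-DMSO low control, enzyme-free DMSO high control · Replication – singlicate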
# OXTR ag – human OXTR agonism; AID 2435; CHO-OTR cells, Fluo-8 calcium fluorescence; normalized: DMSO 0%, oxytocin 100%; activation, % at 3 µM; 0.32% of 320,000 active;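 active = activation above the mean of all tested compounds plus 3 SD, cutoff set per screening run, cut at about 20% in these data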;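 note: peak over basal fluorescence ratio from a 100 s FLIPR kinetic read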
# VIM-2 inhibitor – blocks Pseudomonas aeruginosa VIM-2 metallo-beta-lactamase; inhibition, % at 5.6 µM; purified VIM-2, nitrocefin hydrolysis, epi-absorbance fluorescence; AID 1527; 0.89% of 290,000 active;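 active = inhibition above the mean of all tested compounds plus 3 SD, cutoff set per screening run, cut at about 7.5% in these data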;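 note: red hydrolysis product quenches plate fluorescence so inhibitors raise well fluorescence; 0% = enzyme with DMSO and 100% = DMSO without enzyme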
# HCV NS3 hel inh – inhibitors of Hepatitis C virus NS3 helicase; NS3 helicase DNA unwinding, Cy5 molecular beacon fluorescence; inhibition, % at 10.9 µM; 0.56% of 290,000 active; AID 1800;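 active = inhibition above the mean of all tested compounds plus 3 SD, set per campaign, cut at about 35% in these data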;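 note: 0% = DMSO wells and 100% = thioflavine S control wells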
#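 Measured by: Cy5 fluorescence, 0 and 60 min reads / Assay system: NS3 helicase fragment of HCV / Control set: low DMSO, high thioflavine S at 110 µM / Times: 1 h reaction at 25 °C, ATP-initiated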
# V1aR counter – activates human V1a receptor in oxytocin agonist counter-screen; CHO-V1R cells, Fluo-8 calcium fluorescence, agonist mode; 0% DMSO, 100% 3 nM vasopressin; AID 2797; P37288; 0.25% of 320,000 active; activation, % at 3 µM;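 active = activation above the mean activation of all tested compounds plus 3 SD, per screening run, cut at about 20% in these data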;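 note: signal is peak over basal fluorescence ratio across a 100 second FLIPR read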
# FID counter – fluorescent intercalator displacement, NS3 helicase counter-screen; DNA fluorescent intercalator displacement, fluorescence; inhibition, % at 7.9 µM; 0.17% of 290,000 active; in the data active = inhibition above about 37%;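 note: 0% = vehicle and 100% = reference compound; higher means more ethidium bromide displaced from hairpin DNA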
# PHOSPHO1 block – inhibitors of human PHOSPHO1 phosphatase. Q8TCT1. inhibition, % at 13.3 µM. recombinant PHOSPHO1, absorbance phosphatase assay. 1.1% of 290,000 active; in the data active = inhibition above about 60%
# Target sequence (Q8TCT1 whole entry, looked up): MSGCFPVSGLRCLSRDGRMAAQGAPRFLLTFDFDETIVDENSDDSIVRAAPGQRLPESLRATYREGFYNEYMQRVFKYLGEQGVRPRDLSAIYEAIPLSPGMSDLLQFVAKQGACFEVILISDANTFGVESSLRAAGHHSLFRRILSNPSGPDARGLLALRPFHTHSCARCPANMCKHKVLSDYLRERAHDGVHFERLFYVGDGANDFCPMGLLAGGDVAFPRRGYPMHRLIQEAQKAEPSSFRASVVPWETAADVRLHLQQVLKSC
# Active calls of the source: *; . = no result given.
SMILES,GPR7 antag,GalR3 antagonist,IMP-1 inhibitor,OXTR ag,VIM-2 inhibitor,HCV NS3 hel inh,V1aR counter,FID counter,PHOSPHO1 block
CC1CCN(C(=O)COc2cccc3c2CCN(Cc2ccccc2)C3=O)CC1,13,-8,-0.9,-1.6,-0.2,-3,0.2,-42,24
CC(C)(C)c1ccc(CSc2nc(N)cc(=O)[nH]2)cc1,-25,.,-1.0,18,0.5,-8,12,-21,.
Clc1ccc(CSc2nncn2-c2ccccn2)cc1,1,-5,-1.8,-0.1,-3.4,7,0.8,-11,6
Cc1cccc(C)c1OCCSc1n[nH]c(N)n1,-2,0,-4.5,-0.4,-0.8,-3,0.2,2,-7
Cc1ccccc1NC(=S)NCCc1ccccn1,-3,5,-4.7,-0.7,-5.4,4,0.6,-4,13
COC(=O)CCN(C(=O)c1ccc(OC(C)=O)cc1)c1ccccn1,-13,-4,-1.4,-0.3,-0.8,1,0.4,-1,15
CCCC1c2ccc(C)n2CCN1C(=O)Nc1ccc(F)cc1 (stereo not given),2,3,-1.1,0.8,-0.1,6,2.6,-13,19
CCn1c(CC(=O)Nc2cccc(OC)c2)nnc1SCC(=O)N1CCN(c2ccccc2)CC1,3,-3,0.3,0.4,-1.8,0,0.8,-43,-2
CC(C)OC(=O)CSc1nc(Cc2cccs2)nc2ccccc12,-10,0,-3.8,-2.2,-3.3,-4,-1.6,-28,37
CCOc1ccc(NC(=O)c2ccc(NC(=O)CSc3nc4ccccc4c(=O)[nH]3)cc2)cc1,-2,3,-3.4,-0.1,-0.4,-7,0.7,-1,-27
CC1(C(=O)Nc2nnc(C(C)(C)C)s2)Cc2ccccc2C(=O)O1 (stereo not given),-12,-4,1.0,0.2,-1.4,-2,-0.2,-19,44
Cc1oc(S(=O)(=O)N2CCCCC2)cc1NC(=O)Nc1ccccc1,-7,0,-2.9,2.5,-1.7,-25,4.6,-6,37
O=C(N/N=C/c1ccc(-c2cccc([N+](=O)[O-])c2)o1)[C@H]1C[C@@H]1c1ccccc1,1,-2,-4.9,-0.2,-2.9,0,-1.4,-1,5
CC1CC(C)(C)Nc2ccc(OC(=O)c3ccco3)cc21 (stereo not given),0,-4,-6.2,0.5,0.3,2,6.9,-8,0
N#Cc1c(-c2ccco2)nc(SCC(=O)Nc2ccc(S(N)(=O)=O)cc2)[nH]c1=O,-12,.,-3.9,1.2,0.2,-7,1.0,-3,17
COc1ccc(C(=O)/C=C/c2ccc(N3CCCCC3)c([N+](=O)[O-])c2)cc1,-4,-5,-6.4,-1.5,-1.0,-21,-0.4,-4,-19
C=CCOC(=O)C(C#N)c1nc2ccccc2nc1N1CCCC1 (stereo not given),-6,-2,-3.3,-2.3,-5.4,-1,-0.9,-11,-17
CCSc1nnc(NC(=O)C2CC2c2ccccc2)s1 (stereo not given),-4,-1,-3.6,0.6,0.8,1,0.3,-2,-4
COCCN=C1Sc2nc3cc4c(cc3cc2CN1CC1CCCO1)OCO4 (stereo not given),-5,-7,-2.0,-0.4,-2.4,1,0.8,-4,48
O=C(NCc1ccccn1)C(=O)NN=C1CCCCCCCCCCC1,-10,2,-2.9,0.9,1.8,4,-1.1,-3,54
Cc1ccc(C2=NS(=O)(=O)N(C)C(C(=O)Nc3cc(C)n(CC(=O)N4CCC(C)CC4)n3)=C2)cc1,-5,-7,-2.4,-2.5,-4.6,10,-1.3,-35,29
CCOC(=O)Cc1csc(NC(=O)CS(=O)(=O)Cc2ccccc2)n1,-14,-6,-3.5,0.5,-2.4,4,1.8,-9,11
Cc1ccc(S(=O)(=O)Nc2cc(C(=O)NCCN(C)C)ccc2N2CCCC2)cc1,2,-9,0.9,0.3,-0.2,-20,0.5,30,40
COC(=O)c1ccc(NC(=O)C23CC4CC(C2)CC(n2cnc(Cl)n2)(C4)C3)cc1,3,-3,0.6,-2.0,1.0,27,7.3,-26,10
O=C(COC(=O)c1ccc[nH]c1=O)NC1CCCCCC1,3,0,-1.7,1.1,1.2,-13,0.6,-4,0
CCn1c2ccccc2c2cc(NC(=O)c3cc(C)on3)ccc21,-5,-3,-0.6,-0.2,-2.0,-10,-0.2,-7,21
O=c1cc(-c2ccccc2)[nH]c2cc(Cl)ccc12,7,-2,-3.2,0.4,-3.5,-6,0.3,0,-1
COc1ccccc1NC(=S)NCCSc1ccc(Cl)cc1,-8,2,-3.7,-2.0,-0.4,3,1.1,-8,6
Cc1ccc(C(=O)Nc2ccc3c(c2)OCCO3)cc1,-4,-2,-2.8,.,-1.8,0,.,-3,34
Cc1ccc(CN(C)C(=O)C2CCC(=O)N(CC3CCCCC3)C2)o1 (stereo not given),20,7,-2.7,-1.5,0.1,0,1.0,-36,15
Cc1ccc2cccc(NC(=O)c3ccc(Br)o3)c2n1,0,0,0.4,-1.8,-0.5,0,-0.5,0,13
COC(=O)C1=C(C)N(c2ccc(Cl)c(Cl)c2)C(=O)C1,-4,-2,-2.9,-0.7,-1.7,30,-0.5,-8,-1
CC(C)c1nnc(NC(=O)CSc2ncn[nH]2)s1,3,-7,-1.3,0.6,0.7,0,0.3,4,21
COc1ccc(Nc2nc(C(C)(C)C)nc3c2nnn3Cc2ccccc2Cl)cc1OC,-12,-5,-5.8,0.4,-6.4,19,1.2,-6,.
CC1CCCN(CCOc2ccc(Br)cc2)C1 (stereo not given),-6,3,-3.3,0.5,-1.5,0,0.5,2,2
COc1ccc(OC)c(NC(=O)COC(=O)CN(C)S(=O)(=O)c2ccc(C)cc2)c1,1,-3,-1.4,2.3,-0.8,-2,3.2,-19,2
COc1ccc(N(Cc2cc3ccc(C)cc3[nH]c2=O)C(C)=O)cc1,0,2,-4.2,2.0,-0.4,-1,3.8,-26,-3
Cc1ccc(-c2nnn(CC(=O)N(Cc3cccs3)C(C(=O)NC3CCCCC3)c3ccco3)n2)o1 (stereo not given),-1,4,-4.9,-1.3,-3.9,8,0.1,-6,-1
O=C(CCC1N=C2c3ccccc3N=C(SCc3ccc(Cl)cc3)N2C1=O)NCc1ccco1 (stereo not given),-1,-4,-2.9,-0.5,-3.2,3,1.1,-47,21
Cc1cc(-c2ccccc2)n2nc(N)nc2n1,-12,-6,0.2,0.0,4.5,5,-0.5,-4,15
COc1ccccc1Oc1ccc(N/C=C/C(=O)C(C)(C)C)cc1,-7,-3,-3.6,0.2,-0.4,-1,-0.3,3,45
S=C(NC1CCCC1)N1CCOCC1,-12,-3,-1.9,0.4,-2.3,6,0.1,2,-64
CC(=O)Oc1ccc(C(=O)Nc2ccccc2C(=O)Nc2cccc(C(=O)O)c2)cc1,4,-9,-1.7,-0.3,1.0,29,-0.9,-34,-26
Cc1cc(C(=O)COc2cccc3cccnc23)c(C)n1C,-5,-3,-2.4,3.1,2.9,8,11,1,11
O=C(Nc1ccc2c(c1)OCO2)c1cnn2c1NC(c1ccco1)CC2C(F)(F)F (stereo not given),-9,0,-1.6,0.7,-3.4,-6,2.3,0,-11
CCC(=O)Nc1ccc(-c2nnc(SCC(=O)N3CCCCC3)n2C)cc1,1,-1,-3.0,-0.4,-2.5,10,0.5,-9,6
N#Cc1ccccc1Cn1c(=O)n(CCCC(=O)NCc2ccc3c(c2)OCO3)c(=O)c2ccccc21,-13,-7,-0.2,-0.7,-0.7,9,-1.0,4,-11
CC(=O)C1=C(C)NC(=O)NC1c1ccc(Cl)cc1 (stereo not given),9,1,-2.0,-0.2,1.3,-3,0.6,5,32
O=C(O)c1ccc(-n2[nH]c3c(c2=O)CCCC3)cc1,-8,-3,-1.2,1.2,-1.9,5,1.2,-1,48
COc1cc(S(=O)(=O)N2CCOCC2)ccc1NC(=O)COC(=O)c1ccccn1,-3,-1,-2.5,0.3,1.1,3,0.6,-10,20
CC1SC(=NC(=O)C(C)N2C(=O)c3ccccc3C2=O)NC1=O (stereo not given),-16,1,-4.0,0.1,-3.1,-2,-0.3,1,25
Cc1ccc([N+](=O)[O-])c(C(=O)Nc2cccnc2Cl)c1,-17,-2,-3.7,0.5,-1.4,2,1.0,-1,20
Cc1ccc(N(CC(=O)NCC2CCCO2)C(=O)CCC(=O)Nc2nccs2)cc1 (stereo not given),-1,-6,-2.9,0.1,-3.5,-12,-0.1,-37,15
CCOCCCN1C(=O)C(O)=C(C(C)=O)C1c1cccs1 (stereo not given),-1,-2,-2.0,0.2,-2.0,4,-0.6,-1,.
Cc1ccc2c(c1)=C(c1sc(N(C)c3ccc(O)cc3)nc1O)C(=O)N=2,-30,-10,-6.5,-2.3,-1.3,15,-1.6,14,.
CCOC(=O)c1oc2ccccc2c1NC(=O)CCl,-13,-3,-1.9,-2.8,-1.1,-6,-0.7,-3,-3
COc1cccc(/C=N/Nc2ncnc(Cl)c2N)c1O,-1,-5,-3.9,-1.9,-1.3,3,-0.1,-1,-1
CC(C)c1nnc(NC(=O)COC(=O)/C=C/c2ccc([N+](=O)[O-])cc2)s1,-7,-5,-2.6,-0.1,-4.7,0,0.0,-7,43
COC(=O)c1cc(OC)c(OC)cc1N1C(=O)CCCC1=O,-6,.,-2.8,0.1,-3.0,-4,0.7,-2,-2
COc1ccc(CN(C)CC(=O)NC(=O)NCc2ccccc2)cc1OC,-15,-8,-5.8,-1.7,-4.3,-5,0.0,-15,5
# Additional structures.
SMILES,GPR7 antag,GalR3 antagonist,IMP-1 inhibitor,OXTR ag,VIM-2 inhibitor,HCV NS3 hel inh,V1aR counter,FID counter,PHOSPHO1 block
CCc1ccc[n+](-c2nc([O-])sc2C=O)c1,-9,0,-3.8,1.7,-4.5,3,0.8,-3,28
O=C(O)Cc1ccc(NC(=O)Nc2cccc3ccccc23)cc1,-6,-1,-0.4,0.7,-0.5,1,0.1,-6,21
CCn1c(SCC(=O)C(C)(C)C)nnc1-c1ccccc1OC,5,-2,-4.2,1.4,0.5,1,0.6,-30,34
O=C1CC(c2ccccc2)CC(O)=C1C=NCc1ccc(Cl)c(Cl)c1 (stereo not given),-11,-3,-2.8,0.0,-1.3,-6,1.2,-8,14
Cc1ccc(Cn2ccc(NC(=O)c3cc(C4CC4)on3)n2)cc1,-18,-1,-1.2,-2.3,-2.9,-1,-0.7,-26,27
CCC1(C)Cc2nc3sc(C(=O)O)c(N)c3cc2CO1 (stereo not given),-6,0,-1.3,-1.0,-1.7,-2,-0.4,-6,42

# A different layout for two compounds above:
O=C(NCc1ccccn1)C(=O)NN=C1CCCCCCCCCCC1
  GPR7 antag: -10	GalR3 antagonist: 2	IMP-1 inhibitor: -2.9	OXTR ag: 0.9	VIM-2 inhibitor: 1.8	HCV NS3 hel inh: 4	V1aR counter: -1.1	FID counter: -3	PHOSPHO1 block: 54

O=C1CC(c2ccccc2)CC(O)=C1C=NCc1ccc(Cl)c(Cl)c1 (stereo not given)
  GPR7 antag: -11	GalR3 antagonist: -3	IMP-1 inhibitor: -2.8	OXTR ag: 0.0	VIM-2 inhibitor: -1.3	HCV NS3 hel inh: -6	V1aR counter: 1.2	FID counter: -8	PHOSPHO1 block: 14

# Sorted by the number under IMP-1 inhibitor (lowest first): some entries from above
smiles,IMP-1 inhibitor
CCn1c(SCC(=O)C(C)(C)C)nnc1-c1ccccc1OC,-4.2
CCc1ccc[n+](-c2nc([O-])sc2C=O)c1,-3.8
O=C1CC(c2ccccc2)CC(O)=C1C=NCc1ccc(Cl)c(Cl)c1 (stereo not given),-2.8
Cc1ccc(Cn2ccc(NC(=O)c3cc(C4CC4)on3)n2)cc1,-1.2

# Source: PubChem
